M4 antag = antagonists of human muscarinic M4 receptor (CHRM4) | CHO-hM4 cells, ACh EC80, Fluo-8 calcium fluorescence | inhibition, % at 3 µM | 0.73% of 360,000 active;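 active means inhibition above its plate's cutoff, the mean inhibition of sample wells plus 3 SD, cut at about 27% in these data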;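 further: 0% = acetylcholine EC80 with DMSO and 100% = DMSO without agonist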
Target sequence (P08173 whole entry, looked up): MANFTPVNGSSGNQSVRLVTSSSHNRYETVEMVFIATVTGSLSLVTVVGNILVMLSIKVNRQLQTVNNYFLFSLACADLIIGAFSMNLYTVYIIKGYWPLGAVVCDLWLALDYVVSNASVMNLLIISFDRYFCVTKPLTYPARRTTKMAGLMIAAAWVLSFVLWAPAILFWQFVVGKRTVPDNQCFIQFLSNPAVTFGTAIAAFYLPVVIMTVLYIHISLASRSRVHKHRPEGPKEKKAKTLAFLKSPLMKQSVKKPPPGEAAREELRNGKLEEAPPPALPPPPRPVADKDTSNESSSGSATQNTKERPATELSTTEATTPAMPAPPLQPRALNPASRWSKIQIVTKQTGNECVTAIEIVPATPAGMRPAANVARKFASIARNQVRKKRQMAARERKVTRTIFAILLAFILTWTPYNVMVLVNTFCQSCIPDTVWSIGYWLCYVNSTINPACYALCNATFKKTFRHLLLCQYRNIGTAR
M4 ag = agonists of human muscarinic M4 receptor (CHRM4). CHO-K1 hM4/Gqi5, Fluo-8 calcium fluorescence; vehicle 0%, full acetylcholine response 100%. activation, % at 3 µM. 0.14% of 360,000 active;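 active means activation above the run mean over all test wells plus 3 SD, cut at about 32% in these data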;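 further: peak over basal fluorescence ratio per well then scaled between controls; 0% = DMSO wells and 100% = acetylcholine at EC100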
M5 ag = agonists of human muscarinic M5 receptor (CHRM5) | P08912 | activation, % at 3 µM | 0.19% of 360,000 active | CHO-K1 hM5 cells, Fluo-8 calcium fluorescence; 0% DMSO wells, 100% maximal acetylcholine response;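 active means activation above the run's mean over test compounds plus 3 SD, cut at about 23% in these data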;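 further: signal is peak over basal fluorescence ratio across the kinetic read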
Target sequence (P08912 whole entry, looked up): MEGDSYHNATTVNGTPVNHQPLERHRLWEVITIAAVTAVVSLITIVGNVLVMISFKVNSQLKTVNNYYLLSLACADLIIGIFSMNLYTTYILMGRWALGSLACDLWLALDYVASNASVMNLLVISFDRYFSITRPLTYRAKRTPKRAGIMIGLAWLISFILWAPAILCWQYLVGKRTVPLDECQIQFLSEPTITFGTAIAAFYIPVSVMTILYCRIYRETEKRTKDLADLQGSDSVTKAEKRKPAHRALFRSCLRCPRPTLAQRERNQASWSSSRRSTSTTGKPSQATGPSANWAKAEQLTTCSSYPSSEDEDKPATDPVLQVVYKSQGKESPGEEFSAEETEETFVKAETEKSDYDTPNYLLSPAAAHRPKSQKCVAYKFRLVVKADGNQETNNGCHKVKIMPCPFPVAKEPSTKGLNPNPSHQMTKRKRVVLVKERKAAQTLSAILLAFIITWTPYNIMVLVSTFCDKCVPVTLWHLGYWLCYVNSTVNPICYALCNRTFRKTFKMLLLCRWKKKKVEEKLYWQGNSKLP
M5 antag = CHRM5 antagonism in calcium assay; 0.59% of 360,000 active; AID 624040; inhibition, % at 3 µM; P08912; CHO-hM5 cells, Fluo-8 calcium fluorescence, ACh EC80;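 active means inhibition above a per-plate cutoff, the mean of that plate's test compounds plus 3 SD, cut at about 27% in these data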;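 further: 0% = acetylcholine EC80 with DMSO and 100% = DMSO without agonist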
M1 ag = human M1 muscarinic receptor agonism; 0.33% of 360,000 active; CHO-K1 hM1, Fluo-8 calcium fluorescence, agonist mode; 0% DMSO, 100% acetylcholine EC100; activation, % at 3 µM;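 active means activation above the run's mean compound activation plus 3 SD, cut at about 16% in these data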;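 further: peak over basal fluorescence ratio within a 140 s kinetic read after compound addition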
M1 antag = blocks human M1 muscarinic receptor | AID 588852 | CHO-K1 hM1, Fluo-8 calcium fluorescence, ACh EC80 antagonist | inhibition, % at 3 µM | 1.3% of 360,000 active;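 active means percent inhibition above its own plate's cutoff, namely the mean of that plate's compound wells plus 3 SD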;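 further: peak over basal fluorescence ratio during 140 s after agonist addition; 0% = ACh EC80 plus DMSO and 100% = DMSO alone without agonist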
CHRM5 PAM = CHRM5 positive allosteric modulation; P08912; CHO-K1 hM5, Fluo-8 calcium, ACh EC20 PAM; 0% = ACh EC20, 100% = ACh EC100; activation, % at 3 µM; 0.3% of 360,000 active; AID 624038;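 active means activation above the run cutoff, the mean activation of all test compounds plus 3 SD, cut at about 18% in these data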
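Measured by: Fluo-8 calcium fluorescence; material: human M5 receptor in CHO-K1 cells; schedule: Post-acetylcholine fluorescence recording 140 s; benchmarks: low control EC20 acetylcholine (0%), high control EC100 acetylcholine (100%); read-out: Max/basal fluorescence ratio as % of EC20–EC100 ACh window; compound: single dose, 3 µM nominal final test concentration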
M1 PAM = potentiates human M1 receptor response to acetylcholine. P11229. CHO-K1 hM1, Fluo-8 calcium fluorescence, ACh EC20; 0% = ACh EC20, 100% = maximal ACh. 0.088% of 360,000 active. activation, % at 3 µM; in the data active means activation above about 19%, passing the limit was not always enough
TAAR1 agonist = agonists of human TAAR1 | Q96RJ0 | CHO RD-HGA16 TAAR1, Fluo-8 calcium fluorescence; vehicle wells 0%, saturating PEA agonist 100% | activation, % at 3 µM | 0.99% of 360,000 active | AID 624467;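 active means activation above the mean activation of all test compounds in the run plus 3 SD, cut at about 38% in these data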
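Test system: RD-HGA16 (CHO) cells co-expressing Gα16 and hTAAR1 / Benchmarks: DMSO vehicle as 0%, PEA at EC100 as 100% / Repeats: no replicates (n 1) / Measure: % activation from peak over basal fluorescence ratio, DMSO-to-PEA scaled / Timing: 17-24 h plating, Fluo-8 75 min 37 °C, 30 min RT / Technique: kinetic Fluo-8 calcium fluorescence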
* marks the source's active call; other numbers are inactive results. Not all compounds are listed (hit frequency here may not be typical).

CC(=O)c1cn(-c2ccc(Cl)cc2)c(=O)n(Cc2ccc(Br)cc2)c1=O was read as M4 antag -3, M4 ag 1, M5 ag 3, M5 antag 5, M1 ag -7, M1 antag -4, CHRM5 PAM 10, M1 PAM 8 and TAAR1 agonist 7.
`COc1ccccc1-c1sc2ccccc2c1-c1cnc(N2CCOCC2)nc1` gave M4 antag -3, M4 ag -1, M5 ag -2, M5 antag -8, CHRM5 PAM -2 and TAAR1 agonist 2.
`O=C(C1Cc2ccccc2O1)N1CCCCC1` (stereo not drawn) gave M4 antag 5, M4 ag 0, M5 ag -2, M5 antag 3, M1 ag -5, M1 antag -7, CHRM5 PAM -2, M1 PAM 6 and TAAR1 agonist 1.
Screening CCC/S(CC1CC1(Cl)Cl)=N\S(=O)(=O)c1ccc(C)cc1 (stereo not drawn) returned M4 antag 1, M4 ag -1, M5 ag -3, M5 antag -8, M1 ag -6, M1 antag -8, CHRM5 PAM 1, M1 PAM 8 and TAAR1 agonist 8.
Screening C=CCN(CC=C)C(=S)NC(=O)Cc1cccc2ccccc12 returned M4 antag -9, M4 ag -1, M5 ag -4, M5 antag 2, M1 ag -4, M1 antag 2, CHRM5 PAM 2, M1 PAM 11 and TAAR1 agonist 1.
For CC1Cc2ccccc2N1C(=O)COC(=O)c1ccc(S(=O)(=O)N(C)C)cc1 (stereo not drawn) the results were M4 antag -6, M4 ag 1, M5 ag -2, M5 antag -4, M1 ag -4, M1 antag 3, CHRM5 PAM 6, M1 PAM 7 and TAAR1 agonist 5.
Screening Cc1ccc(/C=C/C(=O)O)cc1S(=O)(=O)N1CCCCC1 returned M4 antag -12, M4 ag 1, M5 ag 2, M5 antag 1, M1 ag 0, M1 antag 40*, CHRM5 PAM -4, M1 PAM 24* and TAAR1 agonist 1.
COc1ccc(S(=O)(=O)N2CCCCC2)cc1NS(=O)(=O)c1ccccc1F was read as M4 antag -7, M4 ag 2, M5 ag 5, M5 antag 7, M1 ag -3, M1 antag 3, CHRM5 PAM 2, M1 PAM 2 and TAAR1 agonist 0.
Screening Cc1cc(N2C(=O)C(O)=C(C(=O)c3cc4ccccc4o3)C2c2ccc(Br)cc2)no1 (stereo not drawn) returned M4 antag -5, M4 ag 0, M5 ag 0, M5 antag -6, M1 ag 0, M1 antag -9, CHRM5 PAM -1, M1 PAM 6 and TAAR1 agonist 1.
NC(=O)CC(NC(=O)Cc1cccc2ccccc12)c1ccc(NCCOc2ccccc2)c([N+](=O)[O-])c1 (stereo not drawn) was read as M4 antag 5, M4 ag 2, M5 ag 1, M5 antag 6, M1 ag -1, M1 antag -11, CHRM5 PAM 1, M1 PAM 17 and TAAR1 agonist 8.
`N#CC(=Cc1ccnc2ccccc12)c1ccccc1` gave M4 antag -3, M4 ag 18, M5 ag 4, M5 antag 6, M1 ag -1, M1 antag 7, CHRM5 PAM -20, M1 PAM -16 and TAAR1 agonist 5.
Screening Cc1ccc(S(=O)(=O)NC2(C(F)(F)F)NC(=O)N(c3ccccc3F)C2=O)cc1 (stereo not drawn) returned M4 antag 14, M4 ag 1, M5 ag -2, M5 antag 5, M1 ag -6, M1 antag -1, CHRM5 PAM 4, M1 PAM -1 and TAAR1 agonist 0.

A draw from above in order of SMILES length, largest number first.
Screening Cc1cc(N2C(=O)C(O)=C(C(=O)c3cc4ccccc4o3)C2c2ccc(Br)cc2)no1 (stereo not drawn) returned M4 antag -5, M4 ag 0, M5 ag 0, M5 antag -6, M1 ag 0, M1 antag -9, CHRM5 PAM -1, M1 PAM 6 and TAAR1 agonist 1.
CC(=O)c1cn(-c2ccc(Cl)cc2)c(=O)n(Cc2ccc(Br)cc2)c1=O was read as M4 antag -3, M4 ag 1, M5 ag 3, M5 antag 5, M1 ag -7, M1 antag -4, CHRM5 PAM 10, M1 PAM 8 and TAAR1 agonist 7.
`COc1ccccc1-c1sc2ccccc2c1-c1cnc(N2CCOCC2)nc1` gave M4 antag -3, M4 ag -1, M5 ag -2, M5 antag -8, CHRM5 PAM -2 and TAAR1 agonist 2.

Next part:
Screening COc1ccc(S(=O)(=O)NC(CC(=O)O)c2ccco2)cc1 (stereo not drawn) returned M4 antag 10, M4 ag 1, M5 ag -2, M5 antag 2, M1 ag -9, M1 antag -3, CHRM5 PAM -2, M1 PAM 6 and TAAR1 agonist 6.
For CC(=O)Nc1nonc1-c1nc2ccccc2n1CC1CC1 the results were M4 antag -10, M4 ag 1, M5 ag -1, M5 antag -3, M1 ag -2, M1 antag -2, CHRM5 PAM 4, M1 PAM 7 and TAAR1 agonist 5.
Cc1ccc(C)c(NC(=S)N=Nc2c(O)n(C)c3ccc(S(=O)(=O)N4CCOCC4)cc23)c1 was read as M4 antag 1, M4 ag 1, M5 ag 1, M5 antag 6, M1 ag -5, M1 antag -2, CHRM5 PAM -1, M1 PAM 8 and TAAR1 agonist 4.
`CCOC(=O)CSC(C)C(=O)Nc1nnc(C(C)C)s1` (stereo not drawn) gave M4 antag -20, M4 ag 0, M5 ag -4, M5 antag -8, M1 ag -11, M1 antag -3, CHRM5 PAM 4, M1 PAM -3 and TAAR1 agonist 0.
CCOc1ccc(NC(=O)OCCN2CCN(CCc3ccccc3)C(C)C2)cc1 (stereo not drawn) was read as M4 antag -11, M4 ag 5, M5 ag -12, M5 antag 7, M1 ag -5, M1 antag -2, CHRM5 PAM -4, M1 PAM -6 and TAAR1 agonist 2.
For CCOC(=O)c1c(-c2ccc(C)o2)csc1NC(=O)CN1CCOCC1 the results were M4 antag -1, M4 ag 2, M5 ag -5, M5 antag -4, M1 ag -6, M1 antag -19, CHRM5 PAM -4, M1 PAM 4 and TAAR1 agonist 14.
For CCCCCCCCCC(=O)N[C@H](CN1CCOCC1)[C@H](O)c1ccccc1 the results were M4 antag 5, M4 ag 2, M5 ag 0, M5 antag -3, M1 ag -3, M1 antag -24, CHRM5 PAM 4, M1 PAM 1 and TAAR1 agonist 2.
`Cc1ccc(C(=O)Cn2nc(C(=O)O)c3ccccc3c2=O)cc1C` gave M4 antag -5, M4 ag 0, M5 ag 4, M5 antag -2, M1 ag -3, M1 antag -19, CHRM5 PAM 6, M1 PAM 11 and TAAR1 agonist 2.
`Cc1ccc(-c2nc(SC(C)C(=O)N3CCCC3)n[nH]2)cc1` (stereo not drawn) gave M4 antag 3, M4 ag 2, M5 ag 3, M5 antag 8, M1 ag -1, M1 antag -4, CHRM5 PAM -8, M1 PAM 5 and TAAR1 agonist -1.
Cc1ccc(CSCC(=O)N2CCN(c3ccc(F)cc3)CC2)cc1 was read as M4 antag 3, M4 ag 6, M5 ag -6, M5 antag 20, M1 ag -4, M1 antag 3, CHRM5 PAM -18, M1 PAM -3 and TAAR1 agonist 10.
CCS(=O)(=O)N1CCN(S(=O)(=O)c2ccc3ccccc3c2)CC1 was read as M4 antag 2, M4 ag 0, M5 ag 0, M5 antag 4, M1 ag -3, M1 antag -8, CHRM5 PAM -6, M1 PAM 0 and TAAR1 agonist 2.
COc1cc(NC2c3ccccc3C(=O)N2Cc2ccccc2Cl)cc(OC)c1OC (stereo not drawn) was read as M4 antag -7, M4 ag 0, M5 ag 3, M5 antag -10, M1 ag 2, M1 antag -9, CHRM5 PAM 10, M1 PAM 6 and TAAR1 agonist -4.
`OCCCNc1nccc(-c2cc(Nc3cccc(Cl)c3)ncn2)n1` gave M4 antag -1, M4 ag 13, M5 ag 4, M5 antag 9, M1 ag -2, M1 antag 0, CHRM5 PAM -3, M1 PAM 4 and TAAR1 agonist 20.
Screening COC(CNC(=O)c1cc(-c2ccncc2)nc2ccc(S(=O)(=O)N3CCOCC3)cc12)OC returned M4 antag -4, M4 ag 0, M5 ag -2, M5 antag 4, M1 ag -6, M1 antag -10, CHRM5 PAM -4, M1 PAM 14 and TAAR1 agonist 5.
Cc1ccc(S(=O)(=O)Cn2nnnc2CN2CCN(Cc3ccc4c(c3)OCO4)CC2)cc1 was read as M4 antag -4, M4 ag 4, M5 ag -7, M5 antag 1, M1 ag -2, M1 antag 7, CHRM5 PAM -3, M1 PAM -5 and TAAR1 agonist 2.
Screening COc1ccc(CC(=O)Nc2sc3c(c2C#N)CC(C)(C)NC3(C)C)cc1OC returned M4 antag 15, M4 ag 0, M5 ag 1, M5 antag 7, M1 ag -8, M1 antag 12, CHRM5 PAM 1, M1 PAM -7 and TAAR1 agonist 2.
`CCC1(C)Cc2c(C#N)c(N)n(N)c(=S)c2CO1` (stereo not drawn) gave M4 antag 6, M4 ag 0, M5 ag -1, M5 antag 8, M1 ag -1, M1 antag -14, CHRM5 PAM -7, M1 PAM 6 and TAAR1 agonist 6.
Nc1nc2ccccc2cc1S(=O)(=O)c1ccccc1 was read as M4 antag -15, M4 ag 4, M5 ag 1, M5 antag 4, M1 ag -3, M1 antag -19, CHRM5 PAM 1, M1 PAM 12 and TAAR1 agonist 0.
COc1cccc(NC(=O)C(=S)NC2CCCCC2)c1 was read as M4 antag 1, M4 ag -1, M5 ag -3, M5 antag 3, M1 ag -5, M1 antag -17, CHRM5 PAM 0, M1 PAM 4 and TAAR1 agonist 13.
CC1CCCC(NC(=O)COC(=O)CSc2ccc3ccccc3c2)C1C (stereo not drawn) was read as M4 antag 4, M4 ag 3, M5 ag -4, M5 antag 1, M1 ag -5, M1 antag -4, CHRM5 PAM -1, M1 PAM 5 and TAAR1 agonist -1.
Screening Cc1ccc(-c2csc3nc(-c4ccncc4)[nH]c(=O)c23)cc1 returned M4 antag 1, M4 ag 6, M5 ag 4, M5 antag 11, M1 ag 6, M1 antag -2, CHRM5 PAM -7, M1 PAM -7 and TAAR1 agonist 4.
`Cc1cc(Oc2ccc(C)c(Cl)c2)nc(SCC(=O)c2ccccc2)n1` gave M4 antag 2, M4 ag -1, M5 ag -2, M5 antag -4, M1 ag -7, M1 antag -4, CHRM5 PAM 1, M1 PAM -7 and TAAR1 agonist 8.
Screening c1ccc2c3c(c(CN4CCCCC4)cc2c1)COC3 returned M4 antag 11, M4 ag 0, M5 ag -18, M5 antag 1, M1 ag -9, M1 antag 6, CHRM5 PAM -4, M1 PAM -7 and TAAR1 agonist 0.

Structures shown so far that contain bromine:
CC(=O)c1cn(-c2ccc(Cl)cc2)c(=O)n(Cc2ccc(Br)cc2)c1=O was read as M4 antag -3, M4 ag 1, M5 ag 3, M5 antag 5, M1 ag -7, M1 antag -4, CHRM5 PAM 10, M1 PAM 8 and TAAR1 agonist 7.
Screening Cc1cc(N2C(=O)C(O)=C(C(=O)c3cc4ccccc4o3)C2c2ccc(Br)cc2)no1 (stereo not drawn) returned M4 antag -5, M4 ag 0, M5 ag 0, M5 antag -6, M1 ag 0, M1 antag -9, CHRM5 PAM -1, M1 PAM 6 and TAAR1 agonist 1.
